# HepG2 viability – qHTS for Inhibitors of TGF-b: Cytotox Counterscreen. HepG2 CAGA-GFP viability, ATP luminescence, 18 h. Potency, µM (highest dose often 46.1 µM), without a hit: top-dose activity change, negative = cytotoxicity, usual class: cytotoxic. 410,000 tested, 0.76% active. AID 588856, 2011; further: potency means the concentration at half of the fitted maximal effect; some results filed as inactive show a strong effect at the top dose
#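 CellTiter-Glo luminescence gave cytotoxicity after 18 hours at 37 degrees C. The cells were HepG2 CAGA-GFP in 1% FBS DMEM, stimulated with 500 pg/mL TGF-beta after compound addition. %Activity was normalised to no-cell wells (complete cell-killing) and DMSO (no toxicity), and curves were fitted and classified.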
# IL-2 act – qHTS of IL-2 Activators. AID 652025, 2013. 360,000 tested, 0.065% active. activation, % (series mostly up to about 46 µM). IL-2 activation reporter assay, cell-based qHTS; stimulated with anti-CD3/CD4/CD28 beads; in transgenic mouse T cells; in the data active means activation above about 50%; inconclusive means mostly about 30% to 49%; further: 0% is about no effect
#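 Unstimulated transgenic mouse T cells, 750 per well, received compound and, after 60 minutes, anti-CD3/anti-CD4 bead plus anti-CD28 stimulation. EGFP and DsRed were quantified after 18 hours.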
# TGFb SMAD3 inh – qHTS for Inhibitors of TGF-b. HepG2 CAGA-GFP TGF-b/SMAD3 reporter, GFP fluorescence, 18 h; TGF-beta stimulated, 500 pg/mL final. Potency, µM (highest dose often 46.1 µM), for inactives: at the highest dose activity, negative = inhibition, most hits filed as inhibitors. 410,000 tested, 1.2% active; further: potency means the concentration at half of the fitted maximal effect; on the % scale 0 is the no-effect control and ±100 the full control effect; nearly all actives have a fitted effect of over 65% in size
#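 Inhibition was scored as loss of TGF-beta-induced (500 pg/mL final, 18 hours, 37 degrees C) GFP in HEPG2 cells carrying a CAGA-GFP reporter, in DMEM with 1% FBS. Well GFP was summed per cell; Activity was normalised to unstimulated and stimulated DMSO wells, then concentration-response fitting.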
# EPAC2 ag – qHTS for Agonist of cAMP-regulated guanine nucleotide exchange factor 4 (EPAC2): primary screen; Rap guanine nucleotide exchange factor 4 (Homo sapiens), Q8WZA2; EPAC2 activation, biochemical qHTS; response scale: 100% = 6.5 mM cAMP response; Potency, µM (titrated, usually from 154 µM), inactives show at the top dose activation, hits mostly activators; 360,000 tested, 0.079% active; AID 720711, 2013; further: potency means the concentration at half of the fitted maximal effect; nearly all actives have a fitted effect of over 50% in size
# Target sequence (Q8WZA2 whole entry, looked up): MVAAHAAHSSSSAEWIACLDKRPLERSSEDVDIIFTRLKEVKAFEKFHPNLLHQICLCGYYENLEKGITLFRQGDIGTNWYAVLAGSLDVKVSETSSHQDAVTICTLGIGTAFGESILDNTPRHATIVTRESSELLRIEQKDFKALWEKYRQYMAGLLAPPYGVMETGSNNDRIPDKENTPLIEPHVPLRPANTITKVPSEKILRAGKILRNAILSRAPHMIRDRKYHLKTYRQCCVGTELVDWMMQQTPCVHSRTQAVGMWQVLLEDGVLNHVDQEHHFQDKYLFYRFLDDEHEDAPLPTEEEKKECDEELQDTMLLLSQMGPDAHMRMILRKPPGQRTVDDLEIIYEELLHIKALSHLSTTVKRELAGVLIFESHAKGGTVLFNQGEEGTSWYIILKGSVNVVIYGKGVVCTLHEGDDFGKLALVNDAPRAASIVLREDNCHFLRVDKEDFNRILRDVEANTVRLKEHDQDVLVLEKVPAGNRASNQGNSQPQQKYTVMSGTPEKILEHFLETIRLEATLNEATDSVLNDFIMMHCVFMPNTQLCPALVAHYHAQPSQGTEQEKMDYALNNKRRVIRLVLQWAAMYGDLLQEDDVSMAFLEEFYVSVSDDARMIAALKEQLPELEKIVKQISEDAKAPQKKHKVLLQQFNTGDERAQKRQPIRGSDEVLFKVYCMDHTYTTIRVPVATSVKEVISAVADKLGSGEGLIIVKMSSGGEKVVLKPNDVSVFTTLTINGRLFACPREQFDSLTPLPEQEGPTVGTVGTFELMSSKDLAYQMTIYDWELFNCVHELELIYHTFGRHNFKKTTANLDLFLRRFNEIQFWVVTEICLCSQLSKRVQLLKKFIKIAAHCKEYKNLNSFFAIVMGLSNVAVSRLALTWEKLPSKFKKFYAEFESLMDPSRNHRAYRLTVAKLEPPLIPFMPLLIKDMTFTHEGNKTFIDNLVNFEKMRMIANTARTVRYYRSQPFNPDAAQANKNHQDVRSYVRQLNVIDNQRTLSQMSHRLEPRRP
#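 Guanine nucleotide exchange by EPAC2 is measured as reduced fluorescence of BODIPY-GDP once it is released from 250 nM Rap1B. Plates are read kinetically for 30 min at room temperature; results are scaled to 6.5 mM cAMP.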
# A549 tox – Nrf2 qHTS screen for inhibitors: counterscreen for cytotoxicity. A549 ARE-Fluc cells, CellTiter-Fluor viability, 18-24 h. Potency, µM (highest dose often 46 µM), for the others: at the top dose activity change, negative = cytotoxicity, hits mostly inhibitors. 390,000 tested, 0.16% active. AID 504648, 2011; further: potency means the concentration at half of the fitted maximal effect; on the % scale 0 is the no-effect control and ±100 the full control effect
#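 A549 ARE-Fluc cells in 5% FBS OPTI-MEM, 5000 cells/well, rested 2 h then exposed to compounds in concentration-response for 18-24 h at 37 °C. Viability by CellTiter-Fluor fluorescence (Ex 405/Em 525) after 30 min; luciferase luminescence (BugLite, 15 min, RT) read afterwards.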
# Nrf2 inh – Nrf2 qHTS screen for inhibitors | A549 ARE-Fluc reporter, luciferase luminescence, 18-24 h | Potency, µM (titrated, usually from 46 µM), for the others: at the top dose activity change, negative = inhibition, actives largely listed as inhibitors | 360,000 tested, 2.1% active | AID 504444, 2011; further: potency means the concentration at half of the fitted maximal effect; on the % scale 0 is the no-effect control and ±100 the full control effect; nearly all actives have a fitted effect of over 60% in size
#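 In this cell-based qHTS, ARE-driven firefly luciferase in A549 cells reports Nrf2 activity; the luminescent signal after BugLite lysis is the measured value, with a prior CellTiter-Fluor read for cell health.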
# ATXN2 expr inh – Primary qHTS for Inhibitors of ATXN expression. HEK-293 ATXN2-luciferase reporter, luminescence, 24 h. Potency, µM (series often up to 57 µM), without a hit: top-dose activity change, negative = inhibition, actives largely listed as inhibitors. 360,000 tested, 0.72% active; further: potency means the concentration at half of the fitted maximal effect; on the % scale 0 is the no-effect control and ±100 the full control effect; nearly all actives have a fitted effect of over 55% in size
#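 qHTS (up to 57 uM final) was run with 24 h compound exposure of reporter cells at 37 °C. Each well was multiplexed: SteadyGlo luminescence measured ATXN2-luciferase expression after a fluorogenic Gly-Phe-AFC viability readout (25 uM final).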
# S2 tox – Viability Counterscreen for Primary qHTS for Inhibitors of ATXN expression; 400,000 tested, 0.49% active; S2 cells (HEK-293 line with an ATXN2-luciferase reporter) viability, CellTiter-Fluor protease fluorescence, 24 h; Potency, µM (doses to about 56.7 µM), actives largely listed as cytotoxic; AID 651635, 2014; further: potency means the concentration at half of the fitted maximal effect; nearly all actives have a fitted effect of over 40% in size
# Nrf2 ARE act – qHTS of Nrf2 Activators | AREc32 ARE-luciferase reporter (MCF7-derived line), luminescence, 24 h | Potency, µM (highest dose often 46.1 µM), for the others: top-dose activation, actives largely listed as activators | 410,000 tested, 0.31% active; further: potency means the concentration at half of the fitted maximal effect; % of control where 0% means no effect; nearly all actives have a fitted effect of over 65% in size
#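 Nrf2 activation is followed as ARE-luciferase induction in the AREc32 line after one day of compound treatment; luminescence is read with Steady-Glo.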
# Active calls of the source: *; i = inactive; u = inconclusive; x = no result given; [ ] = dose if it differs, or a comment. Unless noted, the call rests on the fitted dose curve; in most records, active means well fitted curve in the direction sought with a large enough effect; inconclusive means small, poorly fitted or top-dose-only effect, or another doubt; inactive means no such curve, though single readings can be large; an effect the other way counts as inactive or inconclusive.
# Codes – A = HepG2 viability; B = IL-2 act; C = TGFb SMAD3 inh; D = EPAC2 ag; E = A549 tox; F = Nrf2 inh; G = ATXN2 expr inh; H = S2 tox; I = Nrf2 ARE act
> CCNC(=S)NNC(=O)CCn1cc(C)cn1
  A = 8%; B = -3.0; C = -4%; D = 3%; E = 5%; F = 3%; G = -4%; H = i; I = -0.5%

> COc1cccc(C(=O)Nc2cc3c4c(c2)CC(=O)N4CCC3)c1
  A = 1%; B = -2.9; C = 24%; D = 11%; E = 0%; F = -3%; G = 11%; H = i; I = 1.9%

> NC(=O)C1(N2CCCCC2)CCN(C(=O)NC23CC4CC(CC(C4)C2)C3)CC1
  A = -2%; B = -0.2; C = -3%; D = 5%; E = -16%; F = u; G = 7%; H = i; I = 0.1%

> Nc1nnn(CC(=O)N/N=C/c2cccc3ccccc23)n1
  A = -15%; B = -2.6; C = 10%; D = -1%; E = -2%; F = -3%; G = -1%; H = i; I = 0.5%

> NS(=O)(=O)c1ccc(NC(=O)CN2CCCN(S(=O)(=O)c3ccc(F)cc3)CC2)cc1
  A = 10%; B = 2.8; C = u; D = -3%; E = 1%; F = 4%; G = -2%; H = i; I = 0.2%

> O=C(CSCc1ccc(Cl)cc1Cl)Nc1ccccc1C(=O)Nc1ccc(C(=O)O)cc1
  A = 2%; B = 0.0; C = -3%; D = -2%; E = -13%; F = -11%; G = 20%; H = i; I = 4.6%

> O=C(C1CCC(=O)N(C2CC2)C1)N1CCN(c2ccc(Cl)cc2)CC1 (configuration not stated)
  A = -4%; B = -3.9; C = 4%; D = 2%; E = -3%; F = 0%; G = -6%; H = i; I = -0.3%

> COc1cc(Cl)c(C)cc1NC(=O)Cn1cc(S(=O)(=O)N2CCN(c3ccccc3F)CC2)c2ccccc2c1=O
  A = 5%; B = x; C = -1%; D = x; E = -1%; F = 6%; G = 6%; H = i; I = -0.4%

> CSCCC(NC(=O)c1ccccc1)C(=O)NC1CC1 (configuration not stated)
  A = 12%; B = -0.8; C = 10%; D = -10%; E = -3%; F = 3%; G = 11%; H = i; I = -0.7%

> COc1ccc(-c2cc(C(=O)NCCCn3ccnc3)c3ccccc3n2)c(OC)c1
  A = 14%; B = -0.6; C = 22%; D = 3%; E = 1%; F = 11%; G = -1%; H = i; I = 2.9%

# No new results follow: 2 of the compounds above.
# Codes – A = HepG2 viability; B = IL-2 act; C = TGFb SMAD3 inh; D = EPAC2 ag; E = A549 tox; F = Nrf2 inh; G = ATXN2 expr inh; H = S2 tox; I = Nrf2 ARE act
> CSCCC(NC(=O)c1ccccc1)C(=O)NC1CC1 (configuration not stated)
  A = 12%; B = -0.8; C = 10%; D = -10%; E = -3%; F = 3%; G = 11%; H = i; I = -0.7%

> COc1ccc(-c2cc(C(=O)NCCCn3ccnc3)c3ccccc3n2)c(OC)c1
  A = 14%; B = -0.6; C = 22%; D = 3%; E = 1%; F = 11%; G = -1%; H = i; I = 2.9%

# The list continues:
# Codes – A = HepG2 viability; B = IL-2 act; C = TGFb SMAD3 inh; D = EPAC2 ag; E = A549 tox; F = Nrf2 inh; G = ATXN2 expr inh; H = S2 tox; I = Nrf2 ARE act
> CC(C)c1onc(C(=O)NCc2ccc(Cl)cc2)c1[N+](=O)[O-]
  A = -36%; B = 4.2; C = 0%; D = -4%; E = -8%; F = 7%; G = 3%; H = i; I = 8.0%

> COc1ccc(OC)c(NC(=S)N2CCc3ccccc3C2)c1
  A = -9%; B = -0.5; C = -1%; D = 14%; E = 9%; F = 10%; G = 21%; H = i; I = -0.2%

> COc1ccc(CNC(=O)CCCN2C(=O)COc3ccc(C)cc32)cc1
  A = -3%; B = x; C = 4%; D = x; E = 4%; F = -3%; G = x; H = x; I = 0.6%

> CCOC(=O)c1cn2nc(-c3ccc(OCC)cc3)cc2nc1C1CCN(C(=O)OC(C)(C)C)CC1
  A = 4%; B = 2.2; C = -5%; D = -19%; E = 18%; F = 21%; G = -15%; H = i; I = 0.3%

> Cc1c(OC(C)C(=O)NCc2ccccn2)ccc2c3c(c(=O)oc12)CCCC3 (configuration not stated)
  A = -14%; B = -2.9; C = -15%; D = 3%; E = 2%; F = u; G = -15%; H = i; I = 0.1%

> O=C(Nc1nc2c(s1)CN(Cc1ccccc1)CC2)C1CCC1
  A = 11µM*; B = -0.4; C = 7%; D = 2%; E = 3%; F = u; G = 48%[activator]; H = x; I = 4.1%

> Nc1c(C(=O)NC2CCCC2)c2nc3ccccc3nc2n1N
  A = -28%; B = 3.1; C = 1%; D = -5%; E = -16%; F = -22%; G = 15%; H = i; I = 3.4%

> COc1cc(C(=O)OCC(=O)Nc2cc(-c3cc(C)c(C)cc3C)nn2-c2ccccc2)cc(OC)c1OC
  A = 3%; B = -0.7; C = 18%; D = 4%; E = -8%; F = -3%; G = 0%; H = i; I = 0.4%

> COc1cccc(CNC(=O)[C@@H]2CCCN2C(=O)[C@@H]2CCCN2C(=O)c2c(F)cccc2F)c1
  A = x; B = -0.6; C = x; D = 5%; E = x; F = x; G = 9%; H = i; I = -0.3%

> O=C(COC(=O)COc1cccc(C(F)(F)F)c1)NC1CCCC1
  A = 12%; B = 3.5; C = -18%; D = -12%; E = -1%; F = -4%; G = 5%; H = i; I = -1.8%

# Next part:
SMILES	HepG2 viability	IL-2 act	TGFb SMAD3 inh	EPAC2 ag	A549 tox	Nrf2 inh	ATXN2 expr inh	S2 tox	Nrf2 ARE act
CSCCC1Nc2ccc(S(=O)(=O)N3CCOCC3)cc2NC1=O (configuration not stated)	-1%	0.4	0%	4%	-1%	-18%	0%	i	-0.5%
O=C1CCCC(=O)N1CCCCCCN1C(=O)CCCC1=O	6%	-0.5	-2%	2%	x	x	x	i	0.7%
O=c1c(O)c(-c2ccc3c(c2)OCO3)oc2ccccc12	17%	0.7	30%[activator]	-21%	-4%	u	0%	i	2.7%
Cc1ccc(C(=O)NC2CCN(C(=O)NCc3ccccc3)CC2)cc1	9%	1.8	4%	8%	u	u	-6%	i	0.0%
O=C(N/N=C/c1ccc[nH]1)c1ccccc1O	1%	2.0	-27%	12%	-15%	22%	45%[activator]	i	4.4%
O=C(O)CCCCCCNS(=O)(=O)c1ccccc1	2%	-1.2	-6%	1%	-1%	5%	x	x	-0.1%
O=C(CCNS(=O)(=O)c1ccc2ccccc2c1)NCCOc1ccccc1	-24%	-4.1	1%	10%	5%	-7%	2%	i	0.5%
O=C(CN1CCC(NC(=O)c2ccccc2F)CC1)NCc1ccc(F)cc1	-13%	-1.7	-9%	-12%	-4%	14%	6%	u	12%
Cc1ccc(C(=O)CSc2nc3ccccc3c(=O)[nH]2)cc1	0%	0.5	-5%	11%	4%	-12%	7%	i	4.6%
CC(C)(C)C(=O)NC(=S)Nc1sc2c(c1C(N)=O)CCC2	2%	-0.5	4%	-14%	-18%	u	51%[activator]	i	3.2%
CN(CC(=O)Nc1ccccc1Cl)C(=O)c1cc(-c2cccs2)nn1-c1ccccc1	-9%	-4.3	-2%	22%	3%	5%	-6%	i	0.2%
COC(=O)[C@H]1C[C@H]2[C@@H]3CC[C@H]4C[C@@H](OC)CC[C@]4(C)[C@H]3CC[C@]2(C)[C@@]2(CCCO2)O1	-9%	0.3	6%	5%	6%	-7%	7%	i	0.6%
O=C1CCCC(=O)C1C(=O)C1CCN(S(=O)(=O)c2ccccc2)CC1	-6%	0.9	u	-2%	-5%	6%	-14%	i	-0.5%
O=C(c1cccc(Cl)c1)N1CCC(c2nc3ccccc3o2)CC1	-27%	x	u	x	0%	-8%	x	x	6.0%
O=C(NC1=NCCS1)C1CC2CCC1C2 (configuration not stated)	-1%	1.7	2%	-10%	0%	16%	0%	u	-0.2%
N#Cc1ccc(-c2ccc(Cl)cc2)nc1Oc1ccc(F)cc1	6%	-1.0	2%	2%	-10%	-13%	u	i	-0.8%
O=C(COc1ccc(Nc2ccccc2)cc1)Nc1ccncc1	-7%	4.1	-7%	13%	-8%	u	u	i	-0.1%
Cc1cc(-c2ccccc2)nc2cc(C(=O)Nc3cc(C(F)(F)F)ccc3Cl)nn12	-7%	x	-5%	x	13%	-5%	x	x	5.4%
CCCS(=O)(=O)N1CCCC(C(=O)c2ccccc2OC)C1 (configuration not stated)	2%	-0.4	-3%	8%	23%	-5%	-4%	i	0.1%
COC(=O)Cn1nc(-c2ccccc2)c2cc(Cl)ccc21	-17%	-3.4	3%	19%	9%	x	-3%	i	-0.3%
CCN(C(=O)CSc1nc(-c2ccccc2)no1)c1cccc(C)c1	-90%	x	u	x	-2%	8%[9.27 µM]	u	u	-1.6%
CCOc1ncccc1C(=O)OCC(=O)c1ccc[nH]1	-9%	0.9	-4%	-1%	-5%	-5%	-4%	i	0.2%
CCC(C)N(C(=O)COC(=O)c1[nH]c(C)c(C(C)=O)c1C)C1CCS(=O)(=O)C1 (configuration not stated)	4%	-0.1	12%	-1%	2%	-1%	14%	i	1.8%

# Part of the list above in order of length of the SMILES, ascending:
SMILES	HepG2 viability	IL-2 act	TGFb SMAD3 inh	EPAC2 ag	A549 tox	Nrf2 inh	ATXN2 expr inh	S2 tox	Nrf2 ARE act
O=C(O)CCCCCCNS(=O)(=O)c1ccccc1	2%	-1.2	-6%	1%	-1%	5%	x	x	-0.1%
O=C(COc1ccc(Nc2ccccc2)cc1)Nc1ccncc1	-7%	4.1	-7%	13%	-8%	u	u	i	-0.1%
Cc1cc(-c2ccccc2)nc2cc(C(=O)Nc3cc(C(F)(F)F)ccc3Cl)nn12	-7%	x	-5%	x	13%	-5%	x	x	5.4%

# High-throughput results deposited in PubChem BioAssay by National Center for Advancing Translational Sciences (NCATS).
